TDP-43 yeast inh = inhibitors of TDP-43 toxicity in yeast; 1.8% of 410,000 active; Potency, µM (doses to about 46.1 µM), inactives show at the top dose growth rescue (activation), most hits filed as activators; TDP-43 expressing yeast growth rescue, BacTiter-Glo, 24 h; note: % of control where 0% means no effect; nearly all actives have a fitted effect of over 50% in size
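Yeast cells expressing TDP-43 under galactose induction are exposed to compounds for 24 hr at 30 deg C. BacTiter-Glo luminescence measures growth, so protective compounds score as activators.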
EPAC2 ag = activates human EPAC2 exchange factor | Q8WZA2 | EPAC2 activation, biochemical qHTS; response scale: 100% = 6.5 mM cAMP response | Potency, µM (titrated, usually from 154 µM), for inactives: at the highest dose activation, hits mostly activators | 0.079% of 360,000 active; note: nearly all actives have a fitted effect of over 50% in size
Target sequence (Q8WZA2 whole entry, looked up): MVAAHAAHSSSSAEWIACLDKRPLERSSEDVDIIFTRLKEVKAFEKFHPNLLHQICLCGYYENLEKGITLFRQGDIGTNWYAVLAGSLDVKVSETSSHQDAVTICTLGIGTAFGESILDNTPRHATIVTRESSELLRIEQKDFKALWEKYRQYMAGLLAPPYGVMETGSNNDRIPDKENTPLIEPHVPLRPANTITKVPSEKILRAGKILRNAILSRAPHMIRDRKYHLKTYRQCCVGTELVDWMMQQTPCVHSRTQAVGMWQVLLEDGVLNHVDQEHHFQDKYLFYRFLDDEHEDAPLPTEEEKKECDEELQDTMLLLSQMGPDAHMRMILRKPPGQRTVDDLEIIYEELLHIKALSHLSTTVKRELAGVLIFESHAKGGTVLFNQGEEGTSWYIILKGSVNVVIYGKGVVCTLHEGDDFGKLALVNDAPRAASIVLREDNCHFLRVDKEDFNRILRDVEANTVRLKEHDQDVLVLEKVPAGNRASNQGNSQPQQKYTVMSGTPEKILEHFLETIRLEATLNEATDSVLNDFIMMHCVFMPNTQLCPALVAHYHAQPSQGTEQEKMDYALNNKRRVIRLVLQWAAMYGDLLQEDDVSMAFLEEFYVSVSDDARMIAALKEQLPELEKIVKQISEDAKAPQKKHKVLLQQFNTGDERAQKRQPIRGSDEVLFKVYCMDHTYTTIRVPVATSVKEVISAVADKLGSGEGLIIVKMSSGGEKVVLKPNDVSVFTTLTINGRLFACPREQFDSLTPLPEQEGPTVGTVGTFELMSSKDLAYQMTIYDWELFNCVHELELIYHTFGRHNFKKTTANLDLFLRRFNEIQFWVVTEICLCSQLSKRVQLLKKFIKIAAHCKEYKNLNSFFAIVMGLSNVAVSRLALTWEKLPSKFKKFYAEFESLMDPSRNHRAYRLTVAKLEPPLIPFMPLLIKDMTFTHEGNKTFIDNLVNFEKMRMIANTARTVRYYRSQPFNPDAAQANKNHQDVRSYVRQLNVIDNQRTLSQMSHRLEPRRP
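Compounds were added across a concentration range to EPAC2 (100 nM), RAP1B-BODIPY-GDP (250 nM) and GDP (50 uM). After 5 min at room temperature, fluorescence was recorded at 5-min intervals for 30 min.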
FUS suppressor = rescues growth of FUS-expressing yeast. S. cerevisiae FUS-expressing, growth rescue, OD600, 24 h. Potency, µM (top dose mostly 76.6 µM), inactives show top-dose growth rescue (activation), actives largely listed as activators. 0.24% of 390,000 active. AID 1347120;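 note: plate controls were DMSO vehicle for no effect and reference control for full effect; nearly all actives have a fitted effect of over 55% in size; some results filed as inactive show a strong effect at the top dose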
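Galactose (2%) drives FUS expression in yeast precultured in raffinose; seeding density OD 0.005. Test compounds incubated 24hr at 30C and 99% humidity before absorbance at 600 nm was measured.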
aSyn rescue = rescues yeast growth from alpha-synuclein toxicity; 0.14% of 370,000 active; Yeast expressing alpha-synuclein, growth rescue, BacTiter-Glo, 24 h; Potency, µM (highest dose often 46.1 µM), without a hit: at the highest dose growth rescue (activation), actives largely listed as activators; note: % of control where 0% means no effect; nearly all actives have a fitted effect of over 65% in size
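Rescue of yeast growth: cells expressing toxic alpha-synuclein, induced in galactose at OD600 0.02, incubated with compound 24 h at 30 C. ATP luminescence quantified growth; inhibitors of toxicity appear as activators.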
PTHR1 ag = agonists of human PTHR1 parathyroid hormone receptor; HEK293 GP2 PTHR1 cells, GloSensor cAMP luminescence, 1 h; AID 743266; 0.075% of 410,000 active; Potency, µM (top dose mostly 115 µM), without a hit: top-dose activation, hits mostly activators; note: nearly all actives have a fitted effect of over 55% in size; some results filed as inactive show a strong effect at the top dose; inactives centre near -15; many of its hits are not listed in these tables
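HEK-293-derived GP2 cells expressing PTHR1 and a GloSensor cAMP reporter, 3,000/well, plated overnight, given luciferin plus IBMX (each 0.5 mM as added) for 1 h at 37 °C, then compound for 1 h at 37 °C. Luminescence was read after 15 min at room temperature.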
EPAC1 agonist = activates human EPAC1 exchange factor; 0.073% of 360,000 active; AID 720707; EPAC1 agonist qHTS, biochemical assay; response scale: 100% = response to 6.5 mM cAMP; Potency, µM (top dose mostly 154 µM), for inactives: top-dose activation, most hits filed as activators; note: nearly all actives have a fitted effect of over 60% in size
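Fluorescent GDP-exchange assay: 100 nM EPAC1 with 250 nM Rap1B preloaded with BODIPY-GDP and 50 uM GDP; compounds tested as concentration series, 5 min at room temperature, then read every 5 min for 30 min (ex 480/em 540 nm); normalized to 6.5 mM cAMP.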
EPAC1 antag = blocks human EPAC1 exchange factor; O95398; EPAC1 GEF assay, Rap1b-BODIPY-GDP exchange fluorescence; Potency, µM (titrated, usually from 115 µM), without a hit: at the highest dose activity change, negative = inhibition, usual class: inhibitors; 0.14% of 360,000 active; AID 720709;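 note: plate controls were vehicle for no effect and positive control for full effect; nearly all actives have a fitted effect of over 50% in size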
EPAC2 antag = blocks human EPAC2 exchange factor | 0.18% of 360,000 active | Potency, µM (titrated, usually from 114 µM), for the others: at the top dose activity, negative = inhibition, actives largely listed as inhibitors | Q8WZA2 | EPAC2 GEF exchange of Rap1B-BODIPY-GDP, fluorescence; note: % is set by controls: 0 for no effect and ±100 for the full control effect; nearly all actives have a fitted effect of over 45% in size; many of its hits are not listed in these tables
* marks the source's active call; other numbers are inactive results; i = inactive; ? = inconclusive; . = no result given; [ ] = remark or other dose. Calls come from the whole dose curve; as a rule, active = well fitted curve in the direction sought with a large enough effect; inconclusive = small, poorly fitted or top-dose-only effect, or another doubt; inactive = no such curve, though single readings can be large; an effect the other way counts as inactive or inconclusive. Potency is the fitted concentration of half-maximal effect.

#1 CCOC(=O)C1=CCN(S(=O)(=O)c2ccccc2C)C1c1ccc(Cl)c(Cl)c1 (centres undefined)
#2 O=C1CCCC/C=C\C[C@H](CC(=O)N(CCO)Cc2ccccc2)C(=O)N[C@@H](Cc2ccccc2)CO1
#3 CCOC(=O)C1=CCN(S(=O)(=O)c2ccc(C)cc2)C1c1cccs1 (centres undefined)
#4 c1ccc(C2CC(c3cccs3)=NN2c2ccccc2)cc1 (centres undefined)
#5 OC(CNCCc1ccc(Cl)cc1)COCc1ccco1 (centres undefined)
#6 CC(C)C(=O)Nc1nnc(NC(=S)Nc2ccccc2)s1
#7 CC(=O)Nc1ccc(-c2cc(C(=O)O)c3cc4ccccc4cc3n2)cc1
#8 CCC(C(=O)NC(C)(C)C)N(C(=O)Cn1nnc(-c2ccccc2F)n1)c1cnc2ccccc2c1 (centres undefined)

Compound	1	2	3	4	5	6	7	8
TDP-43 yeast inh	16.6%	4.4%	10.9%	-1.2%	5.5%	19.0%	13.5%	10.7%
EPAC2 ag	-11.5%	0.6%	-8.5%	0.2%	1.5%	-2.8%	5.4%	2.7%
FUS suppressor	21.2%	15.6%	19.2%	-8.2%	-7.8%	7.7%	-29.5%	-14.4%
aSyn rescue	?	-2.9%	?	?	5.4%	-7.2%	7.4%	0.8%
PTHR1 ag	-19.6%	-19.0%	-40.2%[inhibitor]	-8.9%	i	-11.3%	-0.2%	i
EPAC1 agonist	-1.5%	-11.7%	2.2%	16.7%	12.3%	-7.4%	7.0%	3.7%
EPAC1 antag	-21.3%	-7.8%	-21.3%	-7.7%	1.4%	0.2%	10.0%	?
EPAC2 antag	?	3.5%	?	-22.8%	0.0%	4.5%	-2.2%	-6.4%

#9 CCCNC(=O)C1(CC2CC(c3ccccc3)=NO2)CCN(C(=O)c2ccccc2)CC1 (centres undefined)
#10 O=c1cc(O)c2c(=O)n(Cc3ccccc3)c3ccccc3c2o1
#11 C=CCN1C(=Nc2ccccc2)SC/C1=C\C(=O)OC
#12 C=C(C(=O)c1ccccc1)C(C)CC(=O)c1ccccc1 (centres undefined)
#13 O=C(c1c[nH]c(C(=O)C(Cl)(Cl)Cl)c1)c1ccccc1Br
#14 CC(C)CC(=O)Nc1ccccc1N1CCN(c2ccccc2)CC1
#15 CCOC(=O)c1cnn(CCOC(=O)Cc2cccs2)c1NC(=O)Cc1cccs1
#16 Cc1ccc(C)c(N2CCN(C(=O)CCc3nc(-c4cccc(F)c4)no3)CC2)c1

Compound	9	10	11	12	13	14	15	16
TDP-43 yeast inh	10.5%	-45.8%[inhibitor]	16.2%	?	?	16.2%	-17.7%	13.5%
EPAC2 ag	-0.3%	2.6%	7.8%	24.2%	6.2%	9.7%	-3.9%	15.8%
FUS suppressor	2.1%	23.0%	12.4%	.	8.6%	-11.1%	14.5%	35.5%
aSyn rescue	1.4%	7.5%	0.4%	-4.3%	-6.8%	-3.0%	0.6%	7.2%
PTHR1 ag	i	-31.1%[inhibitor]	-10.1%[57.5 µM]	-82.5%[inhibitor]	i	-2.2%	i	-9.0%
EPAC1 agonist	6.3%	9.3%	9.0%	-2.6%	13.1%	12.4%	-1.9%	-1.9%
EPAC1 antag	7.8%	?	4.1%	?	-28.5%	-1.9%	13.7%	-27.1%
EPAC2 antag	23.7%	-0.2%	1.1%	-1.8%	-6.7%	-22.3%	9.8%	-3.9%

Retrieved by structure from the entries so far:
#16 Cc1ccc(C)c(N2CCN(C(=O)CCc3nc(-c4cccc(F)c4)no3)CC2)c1
#10 O=c1cc(O)c2c(=O)n(Cc3ccccc3)c3ccccc3c2o1
#15 CCOC(=O)c1cnn(CCOC(=O)Cc2cccs2)c1NC(=O)Cc1cccs1
#9 CCCNC(=O)C1(CC2CC(c3ccccc3)=NO2)CCN(C(=O)c2ccccc2)CC1 (centres undefined)
#12 C=C(C(=O)c1ccccc1)C(C)CC(=O)c1ccccc1 (centres undefined)

Compound	16	10	15	9	12
TDP-43 yeast inh	13.5%	-45.8%[inhibitor]	-17.7%	10.5%	?
EPAC2 ag	15.8%	2.6%	-3.9%	-0.3%	24.2%
FUS suppressor	35.5%	23.0%	14.5%	2.1%	.
aSyn rescue	7.2%	7.5%	0.6%	1.4%	-4.3%
PTHR1 ag	-9.0%	-31.1%[inhibitor]	i	i	-82.5%[inhibitor]
EPAC1 agonist	-1.9%	9.3%	-1.9%	6.3%	-2.6%
EPAC1 antag	-27.1%	?	13.7%	7.8%	?
EPAC2 antag	-3.9%	-0.2%	9.8%	23.7%	-1.8%

(continued)
#17 Cc1cccc(C)c1Nc1ncnc(N)c1[N+](=O)[O-]
#18 Cc1cn([C@H]2C[C@H](O)[C@@H](CNC(=O)CNC(=O)CN)O2)c(=O)[nH]c1=O
#19 O=C(C1CC(=O)N(c2ccc3c(c2)OCCO3)C1)N1CCN(Cc2ccccc2F)CC1 (centres undefined)
#20 C=CCNC(=S)N1CCN(CCN=CC2=C(O)CC(c3ccco3)CC2=O)CC1 (centres undefined)
#21 CC1CCN(C2CCN(C(=O)c3ccccc3F)CC2)CC1
#22 Cc1ccc(S(=O)(=O)N(C)CC(=O)O/N=C(\N)c2cccc([N+](=O)[O-])c2)cc1
#23 O=C(CCc1nc(-c2ccccc2F)no1)NCc1ccco1
#24 COc1ccc(OC)c(NC(=O)c2cccnc2)c1

Compound	17	18	19	20	21	22	23	24
TDP-43 yeast inh	4.1%	?	17.8%	-0.6%	-8.2%	13.3%	-19.1%	20.0%
EPAC2 ag	10.7%	-6.1%	5.3%	4.8%	8.7%	8.6%	11.7%	4.3%
FUS suppressor	-3.2%	-30.6%	-11.0%	8.4%	-4.8%	8.8%	-18.1%	5.6%
aSyn rescue	3.3%	-5.9%	-1.1%	0.9%	8.0%	4.4%	7.2%	2.8%
PTHR1 ag	i	i	-1.2%	-1.1%	i	7.7%[57.5 µM]	-16.7%[57.5 µM]	i
EPAC1 agonist	9.0%	-3.4%	-0.2%	-5.6%	1.0%	9.9%	4.8%	3.3%
EPAC1 antag	10.2%	-15.0%	-2.2%	-17.3%	5.3%	-10.8%	-3.0%	9.2%
EPAC2 antag	4.3%	-6.8%	4.1%	3.9%	10.6%	-3.4%	-2.7%	-0.3%

#25 COc1ccccc1OCCNC(=O)c1c(-c2ccccc2Cl)noc1C
#26 COc1cccc(NC(=O)CC2C(=O)NC3CCCCC3N2C(=O)c2ccc(F)cc2)c1 (centres undefined)
#27 CCSc1nc2c(cnn2-c2ccccc2)c(=O)n1N
#28 Cc1cc(-c2onc(C)c2C(=O)Nc2ccc(C(F)(F)F)cc2)no1
#29 CN(CC(=O)NCCCN1CCOCC1)S(=O)(=O)c1cc(Cl)ccc1Cl
#30 CC1CCc2c(sc3ncnc(SCC(=O)N(C)C4CCS(=O)(=O)C4)c23)C1 (centres undefined)
#31 O=C(c1ccccc1F)N1CCN(Cc2cccc(Cl)c2)CC1
#32 CC(C)CNC(=O)C1(C)CCCN1Cc1ccc(OC(F)(F)F)cc1 (centres undefined)

Compound	25	26	27	28	29	30	31	32
TDP-43 yeast inh	8.3%	-15.4%	?	10.1%	14.6%	25.4%	7.3%	11.8%
EPAC2 ag	3.4%	3.8%	6.4%	-5.5%	-1.5%	-13.2%	1.0%	-16.0%
FUS suppressor	25.7%	-1.3%	-0.5%	-14.7%	.	-10.7%	13.8%	5.6%
aSyn rescue	9.5%	1.3%	0.4%	0.5%	3.6%	4.4%	-11.6%	-0.3%
PTHR1 ag	-34.4%[inhibitor]	6.7%[57.5 µM]	-8.4%	i	i	-19.5%	5.0%[57.5 µM]	i
EPAC1 agonist	28.6%	-2.3%	7.6%	6.2%	-4.1%	-0.3%	-4.4%	-28.2%
EPAC1 antag	-14.7%	5.7%	3.8%	-7.1%	-5.4%	0.2%	-3.1%	-28.7%
EPAC2 antag	-1.5%	-1.7%	3.3%	-2.4%	-5.1%	3.8%	5.3%	-27.5%

#33 NC(=O)c1cc(-c2ccccc2)nc2ccc(Br)cc12
#34 COC(=O)c1ccc(NC(=O)CSc2nnc(Cc3cccn3C)n2-c2ccc(F)cc2)cc1
#35 Cc1ccc(C(=O)COC(=O)COc2ccccc2[N+](=O)[O-])s1
#36 C#CCCOC(=O)N1C2=NC(C(=O)OC)=C(C(=O)OC)[C@@H]3N(CC=C)c4ccccc4[C@]23C[C@H]1C(=O)OC
#37 Nc1ncnc2c1ncn2[C@@H]1O[C@H](CNCc2ccc(-n3cccn3)cc2)[C@@H](O)[C@H]1O
#38 Cc1cc2nnc(SC3CCCCN(C(=O)c4ccc(F)cc4)C3=O)n2c2ccccc12 (centres undefined)
#39 NC(=O)c1cc(-c2cccnc2)nc2ccc(Br)cc12
#40 CC(C)OC(=O)c1ccc(COC(=O)c2cnccn2)cc1

Compound	33	34	35	36	37	38	39	40
TDP-43 yeast inh	16.1%	13.4%	22.4%	8.6%	-8.2%	8.1%	7.0%	25.8%[9.22 µM]
EPAC2 ag	3.6%	5.9%	0.9%	4.0%	6.7%	-4.0%	2.0%	8.1%
FUS suppressor	7.8%	26.9%	.	20.5%	-12.1%	-33.3%	31.7%	-5.5%
aSyn rescue	2.6%	0.6%	6.8%	-2.6%	-0.9%	-18.3%	-0.2%	-0.4%
PTHR1 ag	i	-44.1%[inhibitor]	-23.2%	i	-1.7%	0.0%	i	-11.9%
EPAC1 agonist	0.5%	-3.5%	-7.8%	0.3%	-19.9%	-5.4%	-2.2%	-0.8%
EPAC1 antag	-2.9%	?	1.2%	-6.9%	4.7%	5.6%	15.7%	-7.4%
EPAC2 antag	4.6%	-13.5%	9.7%	12.9%	6.7%	1.8%	-8.0%	5.2%

#41 CCCCC(=O)N1CCN(c2nc3ccc(Br)cc3s2)CC1
#42 CCOc1nc(-c2ccncc2)nc2ccccc12
#43 O=C(COC(=O)c1cncc(Br)c1)NCCC1=CCCCC1
#44 O=C(COC(=O)c1cc2ccccc2cc1O)NC(=O)NCc1ccco1
#45 O=C(CCc1ccccc1)N1CCCC1
#46 Cc1noc2ncnc(N3CCCCC3)c12

Compound	41	42	43	44	45	46
TDP-43 yeast inh	28.4%	-11.8%	28.7%	11.7%	10.9%	9.9%
EPAC2 ag	13.0%	2.8%	-7.9%	-8.2%	-3.3%	7.1%
FUS suppressor	40.8%	10.2%	19.9%	29.9%	14.2%	-22.9%
aSyn rescue	1.6%	21.0%	3.7%	10.0%	1.4%	-1.3%
PTHR1 ag	-30.6%[inhibitor]	i	i	-10.8%	i	-12.2%
EPAC1 agonist	-8.0%	-7.7%	-1.5%	1.2%	-11.1%	9.0%
EPAC1 antag	-25.4%	7.6%	16.7%	-5.7%	3.8%	2.0%
EPAC2 antag	-2.1%	3.3%	5.3%	-6.1%	5.3%	3.8%

Screens (PubChem)

Not all compounds are listed. The share of hits here may be higher or lower than overall.
